Wee1 stabilizer: blocks degradation of human Wee1 kinase | 1.2% of 220,000 active | HeLa Luc-Wee1K328M stability, luciferase luminescence; 100% = proteasome inhibitor MG132 effect | reporter increase, % at 5 µM;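 active = activation above the mean of all tested compounds plus 3 SD, set per screening run, cut at about 8.8% in these data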;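 note: cells exposed to compound for 20 h before luminescence read; 0% = DMSO alone and 100% = MG132 at 30 µM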
Target sequence (P30291 whole entry K328M): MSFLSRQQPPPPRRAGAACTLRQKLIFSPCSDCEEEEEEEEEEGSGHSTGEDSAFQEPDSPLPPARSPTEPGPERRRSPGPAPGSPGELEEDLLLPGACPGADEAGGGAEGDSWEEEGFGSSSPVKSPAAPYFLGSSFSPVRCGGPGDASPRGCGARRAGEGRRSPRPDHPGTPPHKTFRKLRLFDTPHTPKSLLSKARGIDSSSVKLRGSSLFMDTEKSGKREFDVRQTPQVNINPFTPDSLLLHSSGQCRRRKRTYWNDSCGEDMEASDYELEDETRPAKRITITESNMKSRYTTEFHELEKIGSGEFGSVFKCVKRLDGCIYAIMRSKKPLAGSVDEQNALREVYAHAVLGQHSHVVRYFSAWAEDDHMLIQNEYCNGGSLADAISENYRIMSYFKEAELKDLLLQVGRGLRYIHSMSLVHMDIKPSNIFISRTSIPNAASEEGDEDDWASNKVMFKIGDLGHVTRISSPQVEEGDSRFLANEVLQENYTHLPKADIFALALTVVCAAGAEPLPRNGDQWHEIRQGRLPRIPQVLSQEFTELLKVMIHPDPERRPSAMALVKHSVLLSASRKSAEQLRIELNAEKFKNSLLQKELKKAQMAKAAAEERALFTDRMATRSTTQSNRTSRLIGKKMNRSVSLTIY
hK5 inh: inhibitors of human kallikrein 5. Q9Y337. recombinant hK5, fluorogenic AMC substrate cleavage. inhibition, % at 5 µM. 0.59% of 210,000 active;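 active = inhibition of 40% or more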;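 note: 0% = enzyme controls without compound and 100% = no-enzyme blanks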
Target sequence (Q9Y337 67-293 limits assumed): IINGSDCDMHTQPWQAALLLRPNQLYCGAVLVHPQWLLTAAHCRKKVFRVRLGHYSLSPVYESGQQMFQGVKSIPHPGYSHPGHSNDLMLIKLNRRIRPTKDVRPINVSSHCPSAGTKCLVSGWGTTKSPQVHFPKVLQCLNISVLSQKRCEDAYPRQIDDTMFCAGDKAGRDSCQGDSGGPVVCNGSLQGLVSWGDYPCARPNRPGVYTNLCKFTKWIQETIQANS
Hck Nef HTS: inhibitors of human Hck kinase activated by Nef | 0.68% of 220,000 active | AID 463187 | Recombinant Hck-YEEI plus Nef, Z-Lyte FRET kinase assay | P08631 | inhibition, % at 20 µM;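 active = Hck-Nef kinase inhibition above about 50%, limit read from the data; inactive = inhibition below that limit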;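 note: 0% = DMSO with Hck plus Nef and 100% = Hck alone without Nef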
FXIa inh: blocks human coagulation factor XIa protease activity; P03951; purified FXIa, Boc-Glu-Ala-Arg-AMC fluorogenic substrate; inhibition, % at 5 µM; 0.14% of 220,000 active; AID 798;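 active = inhibition of at least 40%; inactive = inhibition below 40%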;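 note: fluorescence of freed AMC excited at 355 nm; 0% = enzyme without compound and 100% = no enzyme blank; many of its hits are not listed in these tables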
14-3-3 Bad inh: disrupts binding of bovine 14-3-3 zeta to phospho-Bad peptide. P63103. TR-FRET 14-3-3zeta/Dy647-pBad peptide displacement, 1 h. inhibition, % at 21.7 µM. 0.71% of 220,000 active;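 active = inhibition above about 70%, limit read from the data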;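 note: 0% = full 14-3-3 plus peptide FRET controls and 100% = background without 14-3-3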
Runt-SMMHC FRET: Runt domain-CBFb-SMMHC interaction inhibition; Q01196+Q13951; Cerulean-Runt/Venus-CBFb-SMMHC FRET ratio 530/480, 1 h; inhibition, % at 20 µM; 0.74% of 220,000 active;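 active = mean inhibition across duplicate retests at 20 µM reaching about 50%, limit read from the data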;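 note: 0% = DMSO wells and 100% = wells with excess untagged CBFb-SMMHC; inhibitors lower the FRET ratio by blocking Runt binding to CBFb-SMMHC; some results filed as inactive read as strong as hits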
FXIIa inh 1536: blocks human coagulation factor XIIa protease activity; purified FXIIa, Boc-QGR-AMC fluorogenic substrate, 2 h; AID 800; 0.3% of 220,000 active; P00748; inhibition, % at 5 µM; in the data active = inhibition above about 40%;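 note: 0% = enzyme with no compound and 100% = blank without enzyme; many of its hits are not listed in these tables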
Runt-CBFb FRET: Runt domain-CBFb interaction inhibition; Q01196+Q13951; Cerulean-Runt/Venus-CBFb FRET ratio 530/480, 1 h; inhibition, % at 20 µM; 0.46% of 220,000 active; AID 1496;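 active = inhibition over about 50% at 20 µM in the single-dose screen, limit read from the data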;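 note: 0% = DMSO wells and 100% = excess unlabeled CBFb competitor control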
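test system = Cerulean-Runt domain fusion protein, energy donor | probe or stimulus = Venus-CBFb binding partner, 100 nM | incubation = two 1 h room-temperature incubations shielded from light | detection = fluorescence energy transfer, 422 nm excitation, 530/480 nm emission | measure = loss of energy transfer signal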
Thrombin inh: thrombin (human) inhibition | P00734 | alpha-thrombin, Boc-VPR-AMC fluorogenic substrate cleavage | inhibition, % at 5 µM | 0.26% of 220,000 active | AID 1046;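 active = inhibition at or above 40%; inactive = inhibition below 40%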;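 note: 0% = enzyme with no compound and 100% = wells without enzyme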
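Material: Human alpha-thrombin protein | Buffer or medium: pH 7.5 Tris-saline with Tween 20 | Reagent: Boc-VPR-AMC substrate, 15 µM final | Schedule: Reaction at ambient temperature | Detection: AMC fluorescence at 355 nm excitation and 460 nm emission | Evaluation: Percent inhibition scaled between no-compound controls and no-enzyme blanks | Controls: no-compound enzyme wells and no-enzyme blanks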
Numbers without * were called inactive; . = not tested or not shown; [ ] = remark or other dose.

#	14-3-3 Bad inh	Runt-CBFb FRET	Runt-SMMHC FRET	FXIa inh	hK5 inh	Thrombin inh	FXIIa inh 1536	Wee1 stabilizer	Hck Nef HTS	smiles
1	11	1	2	-5	11	-5	4	-2	1	CC(=O)Nc1cccc(C(=O)Oc2cccc(C)c2)c1O
2	-5	1	-1	-3	-3	-6	3	0	22	CCOC(=O)CN1C2=NCCCN2c2ccccc21
3	84*[fluorescence artefact?]	-2	-1	9	-10	-2	0	0	0	CC(C)(C)c1ccc(C2CC2C(=O)N/N=C\c2cc3ccccc3nc2Cl)cc1 (stereo not given)
4	5	6	2	6	6	2	11	-3	9	COc1c(C(O)CC(C)C)ccc2c1C(=O)OCc1cc(C)cc(O)c1O2 (stereo not given)
5	-4[fluorescence artefact?]	0	-5	1	1	2	7	0	14	Cc1nc2ccccc2n1CC(=O)NCCN1CCOCC1
6	-16[fluorescence artefact?]	0	-1	6	-14	-7	5	0	5	FC(F)(F)c1cccc(NC(=S)NC2CCCC2)c1
7	2	-2	-4	8	-4	-3	5	-1	-5	CC(=O)c1c(C)[nH]c(C(=O)OCC(=O)Nc2ccc(Cl)c(S(=O)(=O)N(C)C)c2)c1C
8	-13	10	-4	-5	-30	-3	0	-2	7	CCCOc1ccc(C(=O)NC(=S)NNC(=O)c2c(-c3ccccc3)noc2C)cc1
9	24	2	-5	-10	3	1	3	4	64*	CC1CCC2(CC1)NC(=O)N(CC(=O)Nc1sc3c(c1C(N)=O)CCC3)C2=O (stereo not given)
10	-4	11	29	-29	-63	-26	-82	0	35	NS(=O)(=O)c1ccc(N2N=C(c3ccccc3)CC2c2ccccc2)cc1 (stereo not given)
11	4	27	9	0	2	-3	5	4	15	FC(F)(F)c1ccc(Cl)c(-n2c(-c3cc(-c4ccco4)[nH]n3)n[nH]c2=S)c1
12	-2	1	-1	5	4	4	9	0	16	CCOC(=O)N1CCC(NC(=O)c2cccs2)CC1
13	-8	1	1	-1	-4	-5	6	0	-1	CCOC(=O)Cc1csc(NC(=O)Cc2ccc(Cl)cc2)n1
14	0	0	0	9	25	25	20	-1	0	CC(=O)c1ccc(N2CCN(C(=O)C3CCCN(S(=O)(=O)c4cnc[nH]4)C3)CC2)cc1 (stereo not given)
15	-9	-1	-5	4	0	-3	4	1	8	CNC(=O)c1cccc2cccc(Sc3ccccc3C(=O)O)c12
16	4	-2	3	2	-10	0	10	-2	1	O=C(CN1C(=O)COc2ccccc21)NCc1ccccn1
17	1	1	-1	-9	6	0	-10	-4	-1	Cc1ccc(CC2CC(=O)N(c3nc4ccccc4n3C)C2=O)cc1 (stereo not given)
18	-9	1	-2	-7	-3	-14	7	-1	13	COCCCNC(=O)c1ccc(C2SCC(=O)N2Cc2ccco2)cc1 (stereo not given)
19	8	7	2	-6	-26	0	-5	-1	1	CCCc1cc(-c2ccc(O)c(OCC)c2)c(C#N)c(N)n1
20	-19	0	-2	1	-23	-2	5	-2	1	CCN(CC)S(=O)(=O)c1ccc(N2CCCC2)c(C(=O)Nc2ccc(OC)c(Cl)c2)c1
21	-7	-1	1	0	4	-11	6	-3	29	CCOc1ccc2[nH]cc(C(=O)NCCCN3CCOCC3)c(=O)c2c1
22	-5	0	8	-3	-2	9	6	-3	11	O=C(NNc1ncnc2c1cnn2-c1ccccc1)c1cccs1
23	-5	.	.	-1	2	-3	10	-1	22	Cc1onc(-c2ccccc2)c1C(=O)N1CCN(Cc2ccc3c(c2)OCO3)CC1
24	-17	0	0	-4	-5	1	8	0	-7	COc1ccc(CNC(=S)Nc2ccc(F)c(Cl)c2)cc1OC
25	6	9	5	0	4	-4	3	-3	20	COc1ccc(Cc2n[nH]c(=S)n2NC(=O)Nc2ccc(Cl)c(Cl)c2)cc1
26	-10	-1	-2	-5	2	-11	5	7	21	CC(C)CC1(C)N=C(c2ccccc2)C(=S)N1 (stereo not given)
27	5	-1	2	7	-2	2	16	-1	-67	Cc1ccc2c(CN3CCN(S(=O)(=O)/C=C/c4ccccc4)CC3)cc(=O)oc2c1
28	0	-1	3	14	-12	0	3	2	4	CS(=O)(=O)Nc1cccc(C2=NN(C(=O)c3ccccc3Cl)C(c3ccccc3O)C2)c1 (stereo not given)
29	-33[fluorescence artefact?]	4	-2	0	-12	-4	7	0	15	CC1CC1C(=O)Nc1nc(-c2cccs2)c(-c2cccs2)s1 (stereo not given)
30	-3[fluorescence artefact?]	-2	0	-14	-3	-6	6	0	-3	CCOc1ccccc1C(=O)NC(CO)C(=O)O (stereo not given)
31	-11	12	-88	3	.	-6	3	-1	18	CCCC(=O)NC(c1cccs1)c1cc(Cl)c2cccnc2c1O (stereo not given)
32	42	-2	-3	2	-11	-2	4	0	12	CC(=O)Nc1ccc(NC(=O)C(C)OC(=O)/C=C/c2cn(-c3ccccc3)nc2-c2cccnc2)cc1 (stereo not given)
33	-7	0	-4	-10	-22	10	0	-2	0	O=C(NC1CCS(=O)(=O)C1)c1ccc(S(=O)(=O)NCC2CCCO2)cc1 (stereo not given)
34	18[fluorescence artefact?]	1	-1	-9	-4	-6	-13	-1	-1	O=C(CC(NS(=O)(=O)c1ccc(Cl)cc1)c1ccco1)N1CCc2ccccc21 (stereo not given)
35	4	1	-5	-5	11	3	-3	-4	19	O=C(c1cn(-c2ccccc2)nc1-c1cccc([N+](=O)[O-])c1)N1CCCCC1
36	-6	-2	-5	0	-12	0	1	2	3	O=C(Nc1ccc(NC(=O)c2ccco2)cc1)c1cnccn1
37	5[fluorescence artefact?]	23	-51	7	-21	-14	7	-1	28	O=C(O)c1cc(N/N=C/c2ccc(N3CCOCC3)s2)ccc1Cl
38	-13	-1	1	-4	-13	1	4	1	2	CCCCn1cc(C(=O)c2cc(Br)ccc2O)cc(C#N)c1=O
39	-14	3	-4	-2	-1	-3	7	11*	17	c1ccc(CN=C2Nc3ccccc3CS2)nc1
40	-12	-2	-1	-2	-2	-11	3	0	23	CC(C)NC(=O)NC(=O)CN1C(=O)NC(Cc2c[nH]c3ccccc23)C1=O (stereo not given)
41	4	1	0	8	20	16	22	1	-8	COc1cccc(-n2c(=O)n(Cc3ccccc3)c(=O)c3[nH]cnc32)c1
42	71*	3	0	3	-32	-10	-1	-1	-1	CC(=O)Nc1ccc(S(=O)(=O)N2CCN(Cc3ccccn3)CC2)cc1
43	-6	2	-4	-4	-7	-8	1	7	-7	O=C(CSc1nc2ncc(Cl)cc2[nH]1)NC1CCS(=O)(=O)C1 (stereo not given)
44	-14	0	0	3	-1	-4	5	-2	5	Cc1ccc2[nH]c(=O)c(COC(=O)C3CCCCC3)cc2c1
45	-3[fluorescence artefact?]	0	-3	2	-13	-8	11	-2	5	CCOC(=O)C1=C(N)OC2=C(C(=O)CC(C)(C)C2)C1c1ccco1 (stereo not given)
46	6[fluorescence artefact?]	4	4	-13	15	-11	-3	-1	1	C/C(=N\O)C1(C)N(O)C(C)(C)C(c2ccco2)=[N+]1[O-] (stereo not given)
47	-14	-7	-2	4	15	1	6	-2	2	COc1ccc(Oc2ccc(/C=N/NC(=O)c3cccnc3)cc2[N+](=O)[O-])cc1
48	24	0	2	-5	-11	-8	6	0	0	O=c1nc(NCc2ccco2)sc2ncccc12
49	-17	1	-5	-8	1	-4	-2	-3	3	O=C(CSc1nnc(Cc2cc(=O)[nH]c(=O)[nH]2)n1-c1ccc(Cl)cc1)NCC1CCCO1 (stereo not given)
50	9[fluorescence artefact?]	0	-3	-5	-5	-6	11	-2	3	Nc1nnc(SCC(=O)Nc2ccccc2N2CCOCC2)s1
51	6[fluorescence artefact?]	1	1	5	-22	3	11	-2	-5	Cc1cc(C)nc(Sc2ccc3nnnn3n2)n1
52	0	1	1	-3	-17	-9	15	1	-11	Cc1c(NC(=O)c2cccc(NC(=O)c3ccco3)c2)cccc1C(=O)O
53	3	0	-4	-2	-18	-5	9	-1	0	CCN(CC)C(=O)C1CC(=O)N(c2ccc(OC)cc2)C1c1ccc(OC)cc1 (stereo not given)
54	-11	6	8	32	-8	-2	35	4	1	COc1cc2c(cc1OC)C(C1C(=O)CC(C)CC1=O)N(C(=O)CCl)CC2 (stereo not given)
55	8	1	-1	2	-10	-3	19	-2	2	CCOC(=O)N1CCC(NC(=O)c2cccc3c2C(=O)N(CCOC)C3)CC1
56	-7	-11	0	0	2	-8	5	7	27	O=C(COc1cccnc1[N+](=O)[O-])N1CCc2ccccc21
57	-2	-2	-4	-4	0	-12	6	-2	21	O=C1c2ccccc2-n2c1nc1ccccc1c2=O
58	9	-1	-5	3	2	6	12	0	7	Cn1nnc2cc(C(=O)Nc3cccnc3)ccc21
59	15	1	0	20	-3	6	26	-1	1	CC(C)OC(=O)CSc1nnc(-c2cccnc2)n1Cc1ccccc1

Complete entries as entered above. Order of values: 14-3-3 Bad inh | Runt-CBFb FRET | Runt-SMMHC FRET | FXIa inh | hK5 inh | Thrombin inh | FXIIa inh 1536 | Wee1 stabilizer | Hck Nef HTS
O=C(CSc1nc2ncc(Cl)cc2[nH]1)NC1CCS(=O)(=O)C1 (stereo not given) is listed with -6 | 2 | -4 | -4 | -7 | -8 | 1 | 7 | -7
CCN(CC)C(=O)C1CC(=O)N(c2ccc(OC)cc2)C1c1ccc(OC)cc1 (stereo not given) is listed with 3 | 0 | -4 | -2 | -18 | -5 | 9 | -1 | 0
COc1ccc(Oc2ccc(/C=N/NC(=O)c3cccnc3)cc2[N+](=O)[O-])cc1 is listed with -14 | -7 | -2 | 4 | 15 | 1 | 6 | -2 | 2
Cc1cc(C)nc(Sc2ccc3nnnn3n2)n1 is listed with 6[fluorescence artefact?] | 1 | 1 | 5 | -22 | 3 | 11 | -2 | -5

Screening data (PubChem BioAssay)
